Screens from PubChem.
Mcl1 Bid PPI: Mcl-1/Bid interaction inhibition; TR-FRET Mcl-1/Bid-Dy647 peptide binding, 1536-well; inhibition, % at 21.7 µM; 220,000 tested, 0.97% active;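 active = compounds that cut the binding signal by more than half at the single screening dose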;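 note: His-tagged Mcl-1 with europium anti-His antibody binding Bid BH3 peptide; 0% = Mcl-1 plus peptide wells and 100% = peptide-only wells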
Target sequence (Q07820 whole entry, looked up): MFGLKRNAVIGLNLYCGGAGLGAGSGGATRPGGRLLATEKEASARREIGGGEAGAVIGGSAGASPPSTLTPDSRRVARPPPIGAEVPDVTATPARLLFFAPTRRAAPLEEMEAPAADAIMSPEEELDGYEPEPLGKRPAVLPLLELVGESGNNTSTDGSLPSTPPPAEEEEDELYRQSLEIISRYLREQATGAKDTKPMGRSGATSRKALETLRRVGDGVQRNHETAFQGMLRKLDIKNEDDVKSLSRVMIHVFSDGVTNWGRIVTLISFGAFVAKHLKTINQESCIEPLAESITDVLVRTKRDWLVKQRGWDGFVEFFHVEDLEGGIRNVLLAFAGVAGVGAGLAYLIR
RGS8-Gao: modulates binding of RGS8 to human Galphao. 220,000 tested, 0.34% active. multiplexed bead flow cytometry; actives lie on both sides. P09471. response (percent of control binding), % at 10 µM; in the data active = response below about 60% or above about 140%; inactive = in between;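 note: Galphao activated as the GDP aluminium fluoride complex binding bead-coupled RGS8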
Target sequence (P09471 whole entry, looked up): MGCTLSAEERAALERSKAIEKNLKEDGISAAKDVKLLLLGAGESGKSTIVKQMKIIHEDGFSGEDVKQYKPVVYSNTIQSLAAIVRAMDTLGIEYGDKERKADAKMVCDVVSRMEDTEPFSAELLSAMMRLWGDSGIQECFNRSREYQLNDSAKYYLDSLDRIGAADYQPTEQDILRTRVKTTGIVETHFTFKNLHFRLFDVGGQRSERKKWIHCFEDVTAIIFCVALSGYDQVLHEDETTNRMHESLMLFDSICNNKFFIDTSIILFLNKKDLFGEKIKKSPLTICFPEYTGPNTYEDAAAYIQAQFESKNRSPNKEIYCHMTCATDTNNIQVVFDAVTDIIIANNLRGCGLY
RGS4-Gao reg: modulates binding of RGS4 to human Galphao; binding response (% of control), % at 10 µM; 220,000 tested, 0.33% active; Multiplexed bead flow cytometry; actives lie on both sides; AID 1415; P09471; in the data active = binding response below about 49% or above about 150%; inactive = in between;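 note: fluorescent Galphao activated with aluminum fluoride binding bead-coupled RGS4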
RGS7-Gao: modulates binding of RGS7 to human Galphao; P09471; Multiplexed bead flow cytometry; actives lie on both sides; binding response (% of control), % at 10 µM; 220,000 tested, 0.35% active; AID 1439; in the data active = binding response below about 49% or above about 150%; inconclusive = no clear call, values can overlap the other calls; inactive = in between;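 note: fluorescent Galphao held in activated GDP-AlF4 state binding bead-coupled RGS7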
Numbers without * were called inactive; ? = inconclusive; · = no result given.

SMILES	Mcl1 Bid PPI	RGS8-Gao	RGS4-Gao reg	RGS7-Gao
CCOP(=O)(OCC)C(O)c1ccc(OC)cc1 (centres undefined)	-1.1	·	·	·
CC(Cc1ccsc1)NCc1cn[nH]c1-c1ccc(F)cc1F (centres undefined)	-28.7	97.3	97.0	?
CNC(=O)O/N=C(\C)Cc1nnn(-c2cc(C)on2)n1	0.4	102.3	98.9	?
CC(C)CCn1c(=O)c(C(=O)NCc2ccco2)c(O)c2ccccc21	-1.0	101.7	101.4	?
O=C1NC(=O)N(c2ccccc2)C(=O)/C1=C\c1ccccc1[N+](=O)[O-]	-63.6	89.0	92.2	?
CCCCOCCCN1C(C)=CC(=C2C(=O)NC(=S)NC2=O)C=C1C	-17.8	99.5	100.8	?
Cn1c(O)c(C=NCCCCCCCCCCC(=O)O)c(=O)n(C)c1=O	-17.6	99.8	99.1	?
COc1ccc(N2C(=O)/C(=C/c3cccs3)C(=O)NC2=S)cc1	43.8	73.7	88.9	?
CCNC(=S)NCCC1=c2ccccc2=N/C1=C\c1c(O)n(C)c(=O)n(C)c1=O	5.6	90.0	93.7	?
O=C(Nc1ccccc1)c1c(O)c2c(n(Cc3ccco3)c1=O)CCCC2	-12.8	99.7	100.5	?
O=C(/C=C/c1c[nH]c2ccccc12)c1c(O)n(CCc2ccccc2)c(=O)[nH]c1=O	4.0	102.0	103.7	?
Cn1c(O)c(C=NCCN2CCNCC2)c(=O)[nH]c1=O	2.9	98.9	96.3	?
COCCCNC(=O)c1c(N)n(Cc2ccco2)c2nc3ccccc3nc12	-80.5	99.1	99.3	?
COC(=O)[C@@H](N)CCCN=C(N)N[N+](=O)[O-]	-29.4	99.9	102.0	?
O=[As](O)(O)c1ccc(N=Nc2ccc(O)cc2)cc1	-18.8	103.9	104.1	?
O=P(Oc1ccccc1)(Oc1ccccc1)c1ccccc1	-0.5	103.3	98.0	?
OCC[N+]12CCC(CC1)C(C(O)(c1ccccc1)c1ccccc1)C2 (centres undefined)	-11.0	96.3	92.5	?
CC(=NCCc1ccccc1)c1c(O)n(C)c(=O)n(C)c1=O	-14.4	99.7	94.1	?
COc1ccc(/C=C2/C(=O)NC(=O)N(c3ccccc3)C2=O)cc1CN1C(=O)c2ccccc2C1=O	-148.9	86.9	91.3	?
O=c1c2ccccc2nc(/C=C/c2ccco2)n1-c1ccccc1O	-66.0	101.3	102.3	?
CCOP(=O)(OCC)C(O)c1ccc(N(C)C)cc1 (centres undefined)	57.7*	100.8	103.0	?
COc1ccc(-n2c(O)c(C=NCCN(C)C)c(=O)[nH]c2=O)cc1	-27.2	99.6	100.4	?
CN1CCN(c2nc(N)cc(=O)[nH]2)CC1	31.9	101.0	101.5	?
O=C(NCCN1CCOCC1)c1ccc(Cl)nc1	-22.7	99.4	98.8	?
CCC(=NC(C)c1ccccc1)c1c(O)[nH]c(=O)[nH]c1=O (centres undefined)	90.3*	101.4	101.8	?
O=C1NC(=O)N(Cc2ccco2)C(=O)/C1=C/C=C/c1ccco1	-52.4	85.0	107.0	?
COc1cc([C@@H]2c3cc4c(cc3[C@@H](OC)[C@H]3COC(=O)[C@H]23)OCO4)cc(OC)c1O	-91.0	95.2	90.6	?
CCOC(=O)C(O)(c1ccc(NC(=O)c2ccc(Cl)c(Cl)c2)cc1)C(F)(F)F (centres undefined)	-2.1	101.8	95.3	?
CSc1ncc(CN2CCCC(C(=O)c3ccccc3SC)C2)cn1 (centres undefined)	-17.7	99.6	101.6	?
CSc1nc2ccccc2c(=O)n1-c1cccnc1	2.3	100.3	99.1	?
CCCC(=O)N(C)C1=Nc2ccc(Cl)cc2C(c2ccccc2)=[N+]([O-])C1	-9.7	101.7	105.3	?
Cc1ccc(-c2nn(Cc3ccccc3)cc2C(=O)O)cc1	-15.4	96.4	98.4	?
O=c1[nH]c(=S)[nH]c(O)c1N=Nc1ccc2c(c1)OCCO2	-15.2	99.7	104.0	?
Cc1cc(OCCN2CC2)c2ccccc2n1	-25.2	102.4	103.0	?
Cc1ccccc1-n1c(O)c(/C=N/NC(=O)c2ccncc2)c(=O)[nH]c1=O	-35.4	97.7	99.8	?
O=c1c2ccccc2nc(Cc2cccc([N+](=O)[O-])c2)n1-c1ccc(O)cc1	8.2	98.9	95.1	?
CN1CCN(c2nc3ccccc3o2)CC1	-10.4	102.0	99.8	?
CCOc1cccc(=NC2CCCCC2)c2c(C)n(C)c(C)c12	-65.7	105.1	110.6	?
COC(=O)C1C=C2c3cccc4[nH]cc(c34)CC2N(C)C1 (centres undefined)	-36.4	96.2	99.0	?
CCCCn1c(N)c(C(=O)OCCOC)c2nc3ccccc3nc21	-5.1	94.0	94.9	?
Fc1ccc(Cn2nnnc2CN2CCC(n3nnc4cc(C(F)(F)F)ccc43)CC2)cc1	-34.0	98.5	99.4	?
COc1ccc(-n2c(O)c(C=NCc3ccc4c(c3)OCO4)c(=O)[nH]c2=O)cc1	-33.4	101.7	100.7	?
C=CCn1c(O)c(C(C)=Nc2ccc3c(c2)CCC3)c(=O)[nH]c1=O	-10.3	97.8	94.0	?
O=c1[nH]c(=O)n(C2CCCCC2)c(O)c1/C=N/N1CCCCC1c1cccnc1 (centres undefined)	-7.3	101.6	100.8	?
CCCCC(=O)N/N=C/c1c(O)n(CCC2=CCCCC2)c(=O)[nH]c1=O	-130.5	85.4	79.7	?
CCCCn1c(O)c(C(CC)=NCCCn2ccnc2)c(=O)[nH]c1=O	-15.2	99.9	98.2	?
COc1ccc(CCN)cc1OC	-59.0	94.3	95.2	?
C1CCC2S[C@H]3CCCCC3NC2C1 (some centres undefined)	-10.1	98.6	95.6	?
O=C(Cc1ccccc1)NC(Cc1ccc(Cl)cc1)C(=O)O (centres undefined)	-62.8	98.9	100.4	?
COc1ccc(C=C2C(=O)N(C)C(=O)N(C)C2=O)cc1COc1ccc(NC(C)=O)cc1	-136.4	90.2	95.2	?
CCn1c(O)c(/C=N/NC(=O)c2ccccc2)c(=O)[nH]c1=S	-163.1	100.5	99.4	?
O=c1oc2ccccc2c(O)c1C(c1ccccn1)c1c(O)c2ccccc2oc1=O	-14.5	97.5	94.9	?
CC[C@@]1(O)C(=O)OCc2c1cc1n(c2=O)Cc2cc3ccccc3nc2-1	-14.3	93.1	89.2	?
CC[n+]1c(/C=C/C=C/c2ccc(N(C)C)cc2)sc2ccccc21	-122.2	100.6	103.2	?
COc1cc(CN=C(C)c2c(O)n(C)c(=O)n(C)c2=O)cc(OC)c1	-9.0	98.3	96.0	?
Cc1ccc(NC(=O)c2cc(-c3ccccc3)n(CCCN3CCOCC3)c2C)cc1	-16.1	100.0	101.4	?
O=C(C[N+]12CCC(CC1)C(OC(=O)c1ccccc1)C2)c1ccc([N+](=O)[O-])cc1 (centres undefined)	-6.8	103.6	102.7	?
C=CCn1c(O)c(C(C)=NCc2ccc3c(c2)OCO3)c(=O)[nH]c1=O	-10.6	99.5	89.0	?
COC(=O)C1=Nc2ccccc2/C1=C\c1c(O)n(C)c(=O)n(C)c1=O	-50.5	92.2	100.6	?
CNC(=O)Oc1ccc(N(C)C)cc1C(C)C	-18.7	103.9	95.0	?

A second format for some results above:
| smiles | Mcl1 Bid PPI | RGS8-Gao | RGS4-Gao reg | RGS7-Gao |
| --- | --- | --- | --- | --- |
| C=CCn1c(O)c(C(C)=NCc2ccc3c(c2)OCO3)c(=O)[nH]c1=O | -10.6 | 99.5 | 89.0 | ? |
| CNC(=O)Oc1ccc(N(C)C)cc1C(C)C | -18.7 | 103.9 | 95.0 | ? |

(next part)
SMILES	Mcl1 Bid PPI	RGS8-Gao	RGS4-Gao reg	RGS7-Gao
COc1ccc(CCn2c(O)c(C=Nc3ccc(NC(C)=O)cc3)c(=O)[nH]c2=O)cc1OC	-6.9	99.0	101.0	?
CCCCn1c(O)c(C=NCc2ccc3c(c2)OCO3)c(=O)[nH]c1=O	-18.7	102.0	94.7	?
CC[C@@]1(O)C(=O)OCc2c1cc1n(c2=O)Cc2cc3c(NC(=O)CN)cccc3nc2-1	-11.4	93.3	89.3	?
COCCCn1c(N)c(C(=O)NCc2ccco2)c2nc3ccccc3nc21	-19.4	94.7	100.5	?
O=c1[nH]c(=S)n(C2CC2)c(O)c1C=NCc1ccc(F)cc1	-26.8	98.2	100.3	?
COc1cc(C=C2C(=O)NC(=O)NC2=O)ccc1O	-30.5	89.1	105.7	?
CC1=C2C(=O)C3C(CC=C4CC(OC5OC(O)C(O)C(O)C5CO)CCC43C)C2CCC12OC1CC(C)CNC1C2C (centres undefined)	-4.3	89.1	86.3	?
C=CCn1c(O)c(C(CC)=NCCc2c[nH]c3ccccc23)c(=O)[nH]c1=O	-23.9	100.9	99.4	?
CN(C)c1ccc(/C=C2\C(=O)NC(=O)N(Cc3ccc(F)cc3)C2=O)cc1	-39.8	94.9	99.3	?
COc1cccc(C(=O)N2CCC3(CC2)OCCO3)c1	12.8	95.1	91.5	?
CCC1(C(=O)c2ccc(C)cc2)C2c3ccccc3OC(=O)C21C(=O)O (centres undefined)	0.8	96.4	89.5	?
CCn1c(O)c(N=Nc2ccc(S(=O)(=O)N3CCOCC3)cc2)c(=O)n(CC)c1=S	-26.3	100.4	98.1	?
O=C(O)c1cccc(N=Nc2c(O)[nH]c(=O)[nH]c2=O)c1	-4.0	101.7	105.3	?
Cc1cc(C(=O)CN2CCCC2)c(C)n1-c1ccc(F)cc1	-57.2	98.2	97.1	?
O=C1NC(=O)N(Cc2ccco2)C(=O)/C1=C\c1cccn1CCOc1ccccc1	-22.6	98.4	98.6	?
COc1ccc(C(O)P(=O)(OC(C)C)OC(C)C)cc1 (centres undefined)	-12.3	99.0	106.8	?
CN1CCN(c2nc(N)c(Br)c(Cl)n2)CC1	-11.6	104.5	107.1	?
CCOP(=O)(Cc1ccc(C#N)o1)OCC	-0.6	100.6	102.1	?
CC(Cc1ccccc1)NCC(=O)Nc1cc(N(C)C)nc2ccccc12 (centres undefined)	72.2*	97.2	95.0	?
CC(=O)c1c(C)n(Cc2ccccc2)c2ccc(O)cc12	-33.5	101.2	105.1	?
c1ccc2c3c([nH]c2c1)C1(CCNCC1)NCC3	-22.2	92.8	95.6	?
CC1C2Cn3c(nc4ccccc43)C1N(C)O2 (centres undefined)	-40.0	104.2	101.4	?
CN(C)CCn1cnc2ccccc21	3.9	107.4	105.0	?
COc1ccc(NP(=O)(Oc2cccc(C)c2)Oc2cccc(C)c2)cc1OC	-48.1	94.4	91.5	?

Single entries from the results shown:
Mcl1 Bid PPI result of CCOP(=O)(Cc1ccc(C#N)o1)OCC is entered as -0.6
Mcl1 Bid PPI result of CN(C)CCn1cnc2ccccc21 is entered as 3.9
Mcl1 Bid PPI result of CC(Cc1ccccc1)NCC(=O)Nc1cc(N(C)C)nc2ccccc12 (centres undefined) is entered as 72.2*

Further results follow.
SMILES	Mcl1 Bid PPI	RGS8-Gao	RGS4-Gao reg	RGS7-Gao
CN1C(=O)CC(c2ccccc2)Nc2ccccc21 (centres undefined)	-44.0	101.0	100.2	?
O=S(=O)(c1ccc(F)cc1)N1CCCCC1c1cccnc1 (centres undefined)	-7.9	99.8	97.7	?
O=C1/C(=C\c2ccc(Cl)cc2Cl)N2CCC1CC2	27.3	101.9	102.0	?
O=C1OC(c2ccc([N+](=O)[O-])cc2)=N/C1=C/N1CC2CC(C1)c1cccc(=O)n1C2 (centres undefined)	-34.0	99.3	99.2	?
C=CC1CN2CCC1CC2C(OC(C)=O)c1ccnc2ccc(OC)cc12 (centres undefined)	-14.6	98.1	95.7	?
O=c1c2ccccc2nc(-c2ccco2)n1-c1ccc(Br)cc1	-39.3	99.6	102.0	?
N#CC(C#N)=Cc1ccc(N2CCOCC2)cc1	-13.6	100.0	105.5	?
CC(C)N1OC2CC1c1nc3ccccc3n1C2 (centres undefined)	2.1	102.8	103.5	?
CNC(C(=O)c1ccccc1)C(OC(C)=O)c1cccc([N+](=O)[O-])c1 (centres undefined)	-16.0	98.8	104.0	?
O=C1NC2NC(=O)N([N+](=O)[O-])C2N1 (centres undefined)	-12.8	108.1	110.8	?
c1cncc(C2CCCCN2)c1 (centres undefined)	61.2*	116.5	129.4	?
c1ccc2nc(OCCN3CC3)ccc2c1	-15.3	100.6	100.2	?
CN1CCc2nc(SCc3cccc(Br)c3)c(C#N)cc2C1	-8.7	101.8	101.1	?
CCOc1ccc(-n2c(O)c(N=Nc3c(C)n(C)n(-c4ccccc4)c3=O)c(=O)[nH]c2=O)cc1	-115.8	98.4	100.2	·
COc1ccc(-n2c(O)c(C(C)=NCCc3c[nH]c4ccccc34)c(=O)[nH]c2=O)cc1	-25.3	101.2	98.7	?
c1ccc(P(c2ccccc2)c2ccccn2)cc1	-73.1	100.2	96.0	?
c1cncc(C2Nc3cccc4cccc(c34)N2)c1	-97.2	100.5	96.6	?
Cc1ccc(-n2c(O)c(/C=N/N3CCCCCC3)c(=O)[nH]c2=O)cc1C	-33.5	95.9	90.3	?

Fetched one by one from the list above, 5 records:
SMILES	Mcl1 Bid PPI	RGS8-Gao	RGS4-Gao reg	RGS7-Gao
COc1ccc(-n2c(O)c(C=NCCN(C)C)c(=O)[nH]c2=O)cc1	-27.2	99.6	100.4	?
c1cncc(C2CCCCN2)c1 (centres undefined)	61.2*	116.5	129.4	?
CN(C)CCn1cnc2ccccc21	3.9	107.4	105.0	?
c1cncc(C2Nc3cccc4cccc(c34)N2)c1	-97.2	100.5	96.6	?
CCCCOCCCN1C(C)=CC(=C2C(=O)NC(=S)NC2=O)C=C1C	-17.8	99.5	100.8	?

Some of the compounds tested; count on the stated rates, not on these rows.
